Screens from PubChem BioAssay.
MEKK2 mut-MEK5: signal of MEK5 binding to mutant human MEKK2 PB1 domain; bead flow cytometry, Alexa488-MEK5 binding to MEKK2 mutant; percent response, % at 10 µM; actives 0.35% (n = 290,000); in the data active = percent response above about 24%, passing the limit was not always enough; note: inactives centre near 1; some results filed as inactive read as strong as hits
DNA FID counter: displaces DNA intercalator in HCV helicase counter-screen | actives 0.17% (n = 290,000) | DNA fluorescent intercalator displacement, fluorescence | inhibition, % at 7.9 µM; in the data active = inhibition above about 37%;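 note: 0% = vehicle and 100% = reference compound; higher means more ethidium bromide displaced from hairpin DNA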
MEKK2wt PB1 HTS: raises or lowers MEK5 binding to wildtype human MEKK2 PB1 domain; actives 1.1% (n = 290,000); bead flow cytometry, Alexa488-MEK5 binding to MEKK2 WT; actives lie on both sides; binding response (% of control), % at 10 µM; AID 1531; in the data active = binding response below about 67% or above about 130%
CRFBP-R2 agonist: agonists of human CRF-binding protein/CRF-R2 receptor complex | actives 0.46% (n = 350,000) | HEK293 CRF-R2/CRF-BP, calcium dye fluorescence (FLIPR); percent of saturating CRF peptide response | activation, % at 13.2 µM;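 active = activation of at least 50%, plus an integration ratio under a set limit after plate pattern correction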;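 note: plate controls were neutral control wells without compound for no effect and CRF at EC100 for full effect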
GalR3 antagonist: human GalR3 antagonism. AID 651719. inhibition, % at 3 µM. HEK293 GalR3-CNG cAMP membrane potential fluorescence; galR3 body fused to GalR1 C-terminus. actives 0.44% (n = 360,000);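 active = inhibition above the screen-wide average plus 3 SD, cut at about 13% in these data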;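 note: forskolin and galanin both at EC90 stimulate the cells; cAMP rise reported by CNG channel membrane potential dye signal; 0% = forskolin plus galanin with DMSO and 100% = forskolin alone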
Target sequence (O60755 1-299 limits assumed): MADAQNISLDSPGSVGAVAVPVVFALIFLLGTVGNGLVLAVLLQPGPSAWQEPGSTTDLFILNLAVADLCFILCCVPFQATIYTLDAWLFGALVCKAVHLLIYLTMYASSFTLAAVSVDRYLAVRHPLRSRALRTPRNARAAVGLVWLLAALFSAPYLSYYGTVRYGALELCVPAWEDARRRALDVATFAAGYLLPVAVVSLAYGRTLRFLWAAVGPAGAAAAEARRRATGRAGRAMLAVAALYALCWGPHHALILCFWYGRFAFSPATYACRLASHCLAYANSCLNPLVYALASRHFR
SUMO HTRF inh: inhibitors of human SUMOylation (UBC9); inhibition, % at 35 µM; AID 2006; HTRF SUMOylation assay, SAE1/SAE2 + UBC9, in vitro; P63279; actives 0.36% (n = 290,000); in the data active = inhibition above about 50%, passing the limit was not always enough; note: strong numbers were not always called active
NS3 helicase inh: inhibitors of Hepatitis C virus NS3 helicase. inhibition, % at 10.9 µM. NS3 helicase DNA unwinding, Cy5 molecular beacon fluorescence. AID 1800. actives 0.56% (n = 290,000);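 active = inhibition above the mean of all tested compounds plus 3 SD, set per campaign, cut at about 35% in these data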;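 note: 0% = DMSO wells and 100% = thioflavine S control wells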
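assay system = NS3 helicase fragment of HCV | buffer or medium = MOPS pH 6.5, MgCl2, DTT, Tween20, BSA | timing = 60 min unwinding reaction at 25 °C after ATP addition | signal = Cy5 beacon fluorescence read at start and 1 h | read-out basis = % inhibition of unwinding | control set = low DMSO, high thioflavine S at 110 µM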
MEKK3 PB1 HTS: raises or lowers MEK5 binding to the human MEKK3 PB1 domain; bead-based flow cytometry, Alexa488-MEK5 binding to MEKK3; actives lie on both sides; 0 = blocked by unlabeled MEK5, 100 = vehicle; binding response (% of control), % at 10 µM; actives 1.4% (n = 290,000); AID 1529;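 active = binding response more than 3 SD above or below the average of its plate-row segment, actives on both sides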;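 note: Alexa488 bead fluorescence after subtracting the streptavidin-only scavenger bead signal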
Target sequence (Q99759 whole entry, looked up, the tested form may be a part): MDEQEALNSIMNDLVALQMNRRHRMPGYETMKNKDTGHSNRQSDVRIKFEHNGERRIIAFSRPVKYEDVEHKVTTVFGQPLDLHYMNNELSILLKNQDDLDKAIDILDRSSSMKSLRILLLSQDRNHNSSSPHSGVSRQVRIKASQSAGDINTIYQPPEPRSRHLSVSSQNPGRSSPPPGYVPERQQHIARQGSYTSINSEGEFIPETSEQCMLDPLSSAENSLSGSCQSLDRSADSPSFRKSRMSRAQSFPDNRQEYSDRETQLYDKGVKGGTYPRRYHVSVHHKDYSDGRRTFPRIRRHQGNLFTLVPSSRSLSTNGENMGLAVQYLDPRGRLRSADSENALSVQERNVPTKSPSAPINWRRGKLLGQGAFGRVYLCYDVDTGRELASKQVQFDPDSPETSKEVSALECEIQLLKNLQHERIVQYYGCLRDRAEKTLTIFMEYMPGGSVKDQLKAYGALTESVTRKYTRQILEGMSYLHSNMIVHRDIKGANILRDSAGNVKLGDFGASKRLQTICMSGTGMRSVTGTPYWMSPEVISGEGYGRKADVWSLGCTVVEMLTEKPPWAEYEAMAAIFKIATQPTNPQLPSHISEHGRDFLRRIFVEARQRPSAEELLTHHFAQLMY
CRFBP-R2 block: blocks CRF-induced signaling of the CRF-BP/CRF-R2 complex. HEK293 CRF-R2/CRF-BP, CRF-induced calcium fluorescence. inhibition, % at 11.8 µM. actives 0.59% (n = 350,000);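 active = inhibition of the ligand-induced calcium signal above about 50% at the single tested concentration, limit read from the data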
Active calls of the source: *; x = not tested or not shown. These rows are one share of the data; rates above refer to the full screens.

Start of the data: the first twelve records, to show the layout:
Molecule,MEKK2 mut-MEK5,DNA FID counter,MEKK2wt PB1 HTS,CRFBP-R2 agonist,GalR3 antagonist,SUMO HTRF inh,NS3 helicase inh,MEKK3 PB1 HTS,CRFBP-R2 block
CCCCn1c(SCC(=O)NC2CCS(=O)(=O)C2)nc2cc(S(N)(=O)=O)ccc21 (centres undefined),-5,-9,77,-0.1,8,17,-5,68,39
Cc1ccc(CNc2nc3ccccc3n3nnnc23)cc1,3,1,101,4.7,-4,11,0,100,-5
COc1ccc2c(c1)N(C(=O)CSc1n[nH]c(C)n1)C(C)(C)C=C2C,3,-13,104,-0.8,-4,24,-1,103,-11
Cc1cc2nc(CCN(Cc3cccnc3)C(=S)Nc3ccc(F)cc3)[nH]c2cc1C,3,3,108,0.8,-1,5,-12,105,-35
OCCN(CC(O)COc1ccccc1)CC(O)Cn1ccc2ccccc21 (centres undefined),0,4,102,1.5,-7,-8,-16,134*,-16
Cc1oc2c(c1C(=O)N1CCC(C)CC1)C(=O)c1ccccc1C2=O,6,-13,83,1.4,3,54,12,79,13
COC(=O)CC1SC(=O)NC1=Nc1cccc(C)c1 (centres undefined),1,-3,102,1.7,-2,4,-6,103,-19
O=C(NCc1ccc2c(c1)OCO2)c1ccc(S(=O)(=O)N2CCOCC2)cc1,1,-3,102,0.3,1,-9,6,102,-14
COc1cc(C(=O)Nc2ccc(O)cc2)ccc1OC(C)=O,1,3,104,1.2,-8,15,1,101,-1
FC(F)C(F)(F)C1=CC(c2ccccc2)=NCCN1,11,12,109,-0.7,-3,13,-5,109,9
O=C(Cc1ccccc1)NC1(O)C(=O)c2ccccc2C1=O,1,-3,105,-0.5,-6,35,-9,106,4
CCCC(=O)Nc1ccc(C(=O)NNC(=O)c2cccs2)cc1,3,-2,100,-1.4,x,4,9,100,2

Results, from the start:
Molecule,MEKK2 mut-MEK5,DNA FID counter,MEKK2wt PB1 HTS,CRFBP-R2 agonist,GalR3 antagonist,SUMO HTRF inh,NS3 helicase inh,MEKK3 PB1 HTS,CRFBP-R2 block
CCCCn1c(SCC(=O)NC2CCS(=O)(=O)C2)nc2cc(S(N)(=O)=O)ccc21 (centres undefined),-5,-9,77,-0.1,8,17,-5,68,39
Cc1ccc(CNc2nc3ccccc3n3nnnc23)cc1,3,1,101,4.7,-4,11,0,100,-5
COc1ccc2c(c1)N(C(=O)CSc1n[nH]c(C)n1)C(C)(C)C=C2C,3,-13,104,-0.8,-4,24,-1,103,-11
Cc1cc2nc(CCN(Cc3cccnc3)C(=S)Nc3ccc(F)cc3)[nH]c2cc1C,3,3,108,0.8,-1,5,-12,105,-35
OCCN(CC(O)COc1ccccc1)CC(O)Cn1ccc2ccccc21 (centres undefined),0,4,102,1.5,-7,-8,-16,134*,-16
Cc1oc2c(c1C(=O)N1CCC(C)CC1)C(=O)c1ccccc1C2=O,6,-13,83,1.4,3,54,12,79,13
COC(=O)CC1SC(=O)NC1=Nc1cccc(C)c1 (centres undefined),1,-3,102,1.7,-2,4,-6,103,-19
O=C(NCc1ccc2c(c1)OCO2)c1ccc(S(=O)(=O)N2CCOCC2)cc1,1,-3,102,0.3,1,-9,6,102,-14
COc1cc(C(=O)Nc2ccc(O)cc2)ccc1OC(C)=O,1,3,104,1.2,-8,15,1,101,-1
FC(F)C(F)(F)C1=CC(c2ccccc2)=NCCN1,11,12,109,-0.7,-3,13,-5,109,9
O=C(Cc1ccccc1)NC1(O)C(=O)c2ccccc2C1=O,1,-3,105,-0.5,-6,35,-9,106,4
CCCC(=O)Nc1ccc(C(=O)NNC(=O)c2cccs2)cc1,3,-2,100,-1.4,x,4,9,100,2
CCOC(=O)C1=C(C)N=C2SCCC(=O)N2C1c1cccs1 (centres undefined),1,-4,104,-2.6,-2,20,6,107,11
O=C(NCCCn1ccnc1)c1nc(Cn2ccc([N+](=O)[O-])n2)no1,0,-5,100,1.4,-2,4,-8,101,3
CCOC(=O)/C(C#N)=C/C1=C(N2CCOCC2)CC(C)(C)OC1,-26,-4,100,3.2,2,17,6,92,-3
N#CC(C#N)=C1NC2(CCCC2)Cc2ccccc21,-1,-8,105,0.9,-3,1,3,103,-2
Oc1c(Cl)cc(Cl)cc1/C=C/c1ccc2cccc(O)c2n1,-2,-6,97,87*,-5,21,10,100,-102
COc1ccc(C(=O)COC(=O)Cn2nnc3ccccc32)cc1Br,-4,-8,95,0.0,-4,27,0,100,-11
Cc1cc(Br)ccc1NC(=O)C1CCN(S(=O)(=O)c2cnc[nH]2)CC1,0,-8,100,0.0,2,12,4,99,-4
CC(=O)NCCNC(=O)c1ccc(Cn2c(=O)[nH]c3ccsc3c2=O)cc1,-7,-4,98,-0.1,-6,7,18,97,-12
CCCCC(C(=O)NC(C)(C)C)N(Cc1ccccc1)C(=O)c1snc(C(N)=O)c1N (centres undefined),-2,-32,92,-0.2,-2,-14,-6,95,-18
COc1cccc2cc(C(=O)c3ccc([N+](=O)[O-])cc3)oc12,1,3,107,0.3,-5,-5,-1,104,22
CCOC(=O)CCCCCN(Cc1ccccc1)S(=O)(=O)c1ccc([N+](=O)[O-])cc1,-11,-3,118,4.3,-6,-6,-3,101,37
O=C(Nc1ccc(Cl)cc1F)c1ccc(COc2c(F)c(F)c(F)c(F)c2F)o1,6,-1,106,1.3,2,-9,5,105,-14
Cc1ccc(CSc2nnc(CS(=O)Cc3ccc(Cl)cc3Cl)n2C)cc1 (centres undefined),3,-9,103,-1.5,-7,6,6,100,6
COc1cc2[nH]c(C(=O)N3CC(C)OC(C)C3)cc2c(OC)c1OC (centres undefined),1,-21,99,-0.2,-11,17,-1,101,-7
COc1ccc(C2C(C#N)=C(N)Nc3nc4ccccc4n32)cc1 (centres undefined),-2,-5,103,-3.8,-5,15,-4,101,8
CCc1nc2c(sc3nc4c(cc32)COC(C)(C)C4)c(=O)n1Cc1ccccc1,0,2,98,0.0,-6,-14,-5,101,-1
COC(=O)c1ccc(NC(=O)[C@H](C)NC(N)=O)cc1,-2,1,106,0.1,-5,-2,-7,104,7
O=C1CCNc2ccc(-c3ccccc3)cc21,-1,2,95,34,-7,17,0,92,9
CCOC(=O)C1C(=O)C=C(Nc2ccccc2F)CC1c1ccccc1 (centres undefined),3,-23,100,1.3,-4,-5,8,107,0
CCOC(=O)c1c(/N=C/c2cccc([N+](=O)[O-])c2O)sc2c1CCC2,-25,-12,93,0.3,-2,7,21,89,17
COc1ccc(N/C=C(\C(C)=O)c2ccc(OC)c(OC)c2)cc1OC,-3,-10,99,0.9,-1,16,8,107,5
O=C(NC1CCCC1)c1ccc(Br)s1,10,1,103,-2.0,-6,-11,1,104,30
C#CCNC(=O)C1=C[C@@H](C2CC2)[C@H](CCCO)[C@@H](OCC)O1,-23,-7,68,0.3,-7,6,1,65,2
Cc1ccccc1N1CN(Cc2ccco2)CNC1=S,1,-1,107,0.4,-6,4,-13,124,-6
CCOC(=O)c1cnc2sc3c(n2c1=O)CCCC3,2,-3,95,-0.8,3,23,5,97,1
CN(CC(=O)N1CCN(Cc2ccccc2)CC1)S(=O)(=O)c1ccc(Br)cc1,4,-8,100,23,-4,2,-13,102,-46
N#CCCn1cc(C(=O)Nc2ccc(C(=O)O)cc2)c(-c2cccs2)n1,10,-3,115,-1.5,-4,-5,-8,106,3
S=C(NCCc1ccccc1)NCc1cccc(Cl)c1,5,-13,102,-1.0,x,-4,0,102,17
COCCCNc1nc(CC(C)C)nc2c1nnn2Cc1ccccc1,1,-38,109,1.2,-6,-11,-6,110,-13
CCOc1ccc(C2C(C(C)=O)=C(O)C(=O)N2CCc2c[nH]c3ccccc23)cc1 (centres undefined),-6,-41,84,-1.1,-3,25,34,100,0
COc1ccc(OC)c(CCNC(=O)CCc2nnc3ccc(N4CCCC4)nn23)c1,-2,-45,103,-2.0,-5,5,-4,100,3
COc1cccc(CNCCN2CCOCC2)c1OC,5,0,108,0.1,0,-10,0,101,6
CCOC(=O)C1(CCc2ccccc2)CCN(Cc2ccc(OC)cc2)CC1,1,24,106,-0.9,3,2,-20,81,-8
Cc1cc(C)cc(NC(=S)N2CCN(S(=O)(=O)c3ccccc3)CC2)c1,-2,-27,98,-1.2,-3,-2,-4,98,10
COCCCNC(=O)C1CCN(S(=O)(=O)c2ccc3nc4c(c(C(=O)O)c3c2)CCCCC4)CC1,3,-34,100,-1.6,-6,0,6,102,-10
CS(=O)(=O)CCC(C(=O)OCc1ccc(Br)cc1)N1C(=O)c2ccccc2C1=O (centres undefined),19,-12,120,6.1,0,-30,-8,105,-3
Cc1ccccc1CC(=O)Nc1ccc(S(=O)(=O)N2CCOCC2)cc1,9,-12,110,-1.2,3,-3,7,106,12
CC[C@@H](C)[C@@H](C(=O)N1CCN(C(=O)OC(C)(C)C)CC1)n1cc(CCCN=C(NC(=O)OC(C)(C)C)NC(=O)OC(C)(C)C)nn1,-6,11,95,-2.4,-2,-2,5,89,4
CCCC(=O)Nc1c2c(nn1-c1ccc(C)cc1C)CSC2,2,3,101,1.0,-4,-5,-12,102,-9
CCSc1nc2c(c(=O)[nH]1)C(C(C)C)C(C#N)=C(N)O2 (centres undefined),-3,-8,94,1.0,-1,14,-7,94,-13
Nc1nc(CN2CCN(c3cccc(Cl)c3)CC2)nc(N2CCCc3ccccc32)n1,8,-9,109,0.0,1,-13,-24,106,6
COC(=O)C1=C(C)NC(=O)/C1=C\N(C)C,-4,-1,99,1.7,-7,3,3,102,-3
COc1ccccc1NS(=O)(=O)c1ccc(NC(=O)CCNC(=O)c2ccco2)cc1,-4,-8,98,5.9,-3,-19,4,100,-25
O=C(/C(=C(\[O-])c1ccccc1)[n+]1ccc2ccccc2c1)c1ccccc1,4,0,102,4.2,-2,24,-4,128*,11
Cc1ccc(-c2ccc(SCC(=O)NCC3CCCO3)nn2)cc1 (centres undefined),2,-20,104,-0.1,-5,8,3,102,83*
